Source: PubChem
ERG Ets-DNA blk: inhibitors of human ERG Ets domain-DNA interaction; P11308; fluorescence polarization, His-ERG Ets domain / labelled DNA; Potency, µM (highest dose often 76.9 µM), inactives show at the highest dose FP activity, negative = inhibition, hits mostly inhibitors; 0.028% of 370,000 active; active = well fitted inhibition curve with a large enough effect in the polarisation, with a control signal flat; inconclusive = small, poorly fitted or top-dose-only effect, or effect the other way, or a change in a side signal; inactive = no such curve, though single readings can be large or run the other way; the % refers to the polarisation;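 note: polarization taken with two DNA probes labelled with fluorescein and Texas red; % of control where 0% means no effect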
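His-tagged ERG Ets domain (1 uM in the protein solution; 300mM KCl, 50mM Tris-HCl, 1mM EDTA, 1mM DTT, pH 7.5) received compound, then a probe mix of 5 nM fluorescein-DNA and 100nM Texas-615-DNA. Fluorescence polarization was read for both dyes.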
Pin1 inhibitor: blocks the human prolyl isomerase Pin1; Potency, µM (highest dose often 115 µM), inactives show at the highest dose activity, negative = inhibition, most hits filed as inhibitors; Q13526; Pin1 FP peptide displacement, HiFluor488, 10 min; 0.009% of 390,000 active; AID 504891; active = well fitted inhibition curve with a large enough effect in the polarisation, with a control signal flat, not every such curve was filed as active; inconclusive = small, poorly fitted or top-dose-only effect, or effect the other way, or a change in a side signal; inactive = no such curve, though single readings can be large or run the other way; the % refers to the polarisation; note: % is set by controls: 0 for no effect and ±100 for the full control effect
Target sequence (Q13526 whole entry, looked up): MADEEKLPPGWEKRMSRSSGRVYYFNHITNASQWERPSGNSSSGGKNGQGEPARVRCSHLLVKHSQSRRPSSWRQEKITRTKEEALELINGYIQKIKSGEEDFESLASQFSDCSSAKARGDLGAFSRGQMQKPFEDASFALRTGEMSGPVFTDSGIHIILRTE
HP1b chromo inh: blocks HP1-beta chromodomain binding to methylated histone tails; P83916; AlphaScreen HP1-beta / biotin-H3K9me3 peptide binding; Potency, µM (doses to about 114 µM), for inactives: top-dose activity change, negative = inhibition, usual class: inhibitors; 0.56% of 390,000 active; AID 540317; note: nearly all actives have a fitted effect of over 70% in size; inactives centre near 23
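HP1-beta protein (50 nM final) preincubated 30 min at room temperature with biotinylated H3(1-18)K9me3 peptide (50 nM) in PBS pH 7.4, 0.01% Tween-20, then compound added for 30 min. AlphaScreen streptavidin donor/nickel chelate acceptor beads (10 ug/mL final), 30 min dark, luminescence read.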
RGS4 inh: human RGS4 inhibition | Transcreener GDP fluorescence polarization, RGS4-accelerated GTP hydrolysis | Potency, µM (top dose mostly 114 µM), without a hit: at the top dose activity change, negative = inhibition, actives largely listed as inhibitors | 0.039% of 390,000 active | AID 504845 | P49798; note: % is set by controls: 0 for no effect and ±100 for the full control effect; nearly all actives have a fitted effect of over 75% in size; some results filed as inactive show a strong effect at the top dose
Target sequence (P49798 whole entry, looked up): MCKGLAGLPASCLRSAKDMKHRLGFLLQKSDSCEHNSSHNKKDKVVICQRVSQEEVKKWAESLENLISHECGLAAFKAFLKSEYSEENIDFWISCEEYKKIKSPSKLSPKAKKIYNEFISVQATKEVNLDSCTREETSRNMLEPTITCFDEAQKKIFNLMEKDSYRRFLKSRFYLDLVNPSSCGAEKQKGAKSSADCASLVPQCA
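MLSMR compounds (23 nl, pin-transferred) preincubated 10 min at room temperature with a 500nM (2x) first reagent, then RGS4 at 900nM (2x) plus Transcreener GDP mix added; fluorescence polarization (620/688 nm) read before and after 90 min at 30 °C.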
JMJD2A Tudor: blocks the human JMJD2A Tudor domain; O75164; AlphaScreen JMJD2A-Tudor / H3K4me3 peptide binding; Potency, µM (titrated, usually from 114 µM), for the others: at the top dose activity change, negative = inhibition, usual class: inhibitors; 4.4% of 390,000 active; note: % is set by controls: 0 for no effect and ±100 for the full control effect; nearly all actives have a fitted effect of over 50% in size
TrxR1 inh: inhibitors of rat thioredoxin reductase 1; recombinant rTrxR1, NADPH fluorescence consumption, selenite substrate; Potency, µM (series often up to 114 µM), for inactives: at the top dose activity change, negative = inhibition, usual class: inhibitors; 1% of 390,000 active; AID 588453; note: % is set by controls: 0 for no effect and ±100 for the full control effect; nearly all actives have a fitted effect of over 65% in size
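Rat TrxR1 (90 nM in the dispensed reagent) was pre-reduced with 400 uM NADPH for 5 min at room temperature, then incubated with compound for 15 min. After 400 uM selenite was added, NADPH fluorescence (Ex 340/Em 450 nm) was followed for 8 min.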
GLS inhibitor: inhibitors of human glutaminase (GLS); AID 624170; GLS enzymatic activity, qHTS titration; Potency, µM (top dose mostly 45.5 µM), for inactives: at the top dose activity change, negative = inhibition, most hits filed as inhibitors; 0.21% of 410,000 active; O94925; note: % is set by controls: 0 for no effect and ±100 for the full control effect
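Read-out is an Amplex red fluorescence increase coupled through glutamate oxidase and HRP, measured before and after 30 min room-temperature incubation. hKGA is in 45 mM KH2PO4 (pH 8.2) with 0.02% Tween-20; glutamine added as 1mM solution.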
12-LOX inh: inhibitors of human 12S-lipoxygenase ALOX12. P18054. purified 12hLO, xylenol orange hydroperoxide absorbance. Potency, µM (series often up to 108 µM), for the others: at the top dose activity change, negative = inhibition, actives largely listed as inhibitors. 1.1% of 580,000 active. AID 1671190; note: % is set by controls: 0 for no effect and ±100 for the full control effect
Target sequence (P18054 whole entry, looked up): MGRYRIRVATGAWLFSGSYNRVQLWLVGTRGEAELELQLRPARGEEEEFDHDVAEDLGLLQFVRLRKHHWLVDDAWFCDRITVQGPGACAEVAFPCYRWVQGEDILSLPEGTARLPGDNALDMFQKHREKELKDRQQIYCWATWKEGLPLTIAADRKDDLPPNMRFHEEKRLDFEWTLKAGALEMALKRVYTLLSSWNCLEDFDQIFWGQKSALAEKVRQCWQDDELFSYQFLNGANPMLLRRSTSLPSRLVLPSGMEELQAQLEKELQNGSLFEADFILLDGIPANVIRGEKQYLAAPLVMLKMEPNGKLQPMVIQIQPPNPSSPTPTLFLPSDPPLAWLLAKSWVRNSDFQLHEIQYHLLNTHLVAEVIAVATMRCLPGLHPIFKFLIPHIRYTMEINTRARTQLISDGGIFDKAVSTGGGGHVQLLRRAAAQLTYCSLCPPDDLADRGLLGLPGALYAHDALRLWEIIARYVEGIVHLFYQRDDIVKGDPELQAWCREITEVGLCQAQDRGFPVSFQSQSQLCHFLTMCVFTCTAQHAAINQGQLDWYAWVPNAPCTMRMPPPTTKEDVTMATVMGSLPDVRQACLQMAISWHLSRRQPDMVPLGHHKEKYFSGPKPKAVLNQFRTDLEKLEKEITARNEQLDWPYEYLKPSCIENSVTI
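Purified human 12hLO at 150 nM in 25 mM Hepes, 0.01% Triton X-100, pH 7.0, preincubated 15 min at room temperature with compound. Reaction started with 40 uM arachidonic acid, 30 min at room temperature. Hydroperoxide measured by Fe-xylenol orange, 573/405 nm absorbance ratio.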
PGK inhibitor: T. brucei PGK inhibition | P07378 | PGK/GAPDH coupled, Kinase-Glo luminescence, 60 min | 0.043% of 380,000 active | Potency, µM (top dose mostly 57.5 µM), for inactives: at the top dose activity change, negative = inhibition, hits mostly inhibitors; note: % is set by controls: 0 for no effect and ±100 for the full control effect; nearly all actives have a fitted effect of over 60% in size
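Recombinant glycosomal PGK reaction used 1,3-bisphosphoglycerate generated in-well by GAPDH (100nM final) in 100mM TEA pH 7.6, 5mM MgCl2, 0.01% Tween-20. After 60 minutes at room temperature, ATP was read by Kinase-Glo Plus luminescence end-point.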
* marks the source's active call; other numbers are inactive results; [ ] = another dose, or the depositor's remark. Unless noted, calls come from the whole dose curve; as a rule, active = well fitted curve in the direction sought with a large enough effect; inconclusive = small, poorly fitted or top-dose-only effect, or another doubt; inactive = no such curve, though single readings can be large; an effect the other way counts as inactive or inconclusive. Potency is the fitted concentration of half-maximal effect. Some of the compounds tested; rates above refer to the full screens.

For Cc1cccc(Nc2ccccc2C(=O)OCC(=O)N(C)C2CCS(=O)(=O)C2)c1C (stereo unspecified) the results were Pin1 inhibitor -1%, HP1b chromo inh 23%, RGS4 inh -19%, JMJD2A Tudor -28%, TrxR1 inh 18%, GLS inhibitor 15% and 12-LOX inh 6%.
COc1ccc(CCN(C)C(=O)c2ccc(S(=O)(=O)Nc3ccccc3F)cc2)cc1OC was read as ERG Ets-DNA blk -5%, Pin1 inhibitor -1%, HP1b chromo inh 13%, RGS4 inh 0%, JMJD2A Tudor 0%, TrxR1 inh 12%, GLS inhibitor 5%, 12-LOX inh -2% and PGK inhibitor 4%.
For COC(=O)C(Cc1ccccc1)NC(=O)CCNC(=O)c1ccco1 (stereo unspecified) the results were ERG Ets-DNA blk 5%, Pin1 inhibitor -2%, HP1b chromo inh 29%, RGS4 inh -14%, JMJD2A Tudor 11%, TrxR1 inh 14%, GLS inhibitor 2%, 12-LOX inh -19% and PGK inhibitor -3%.
For Cn1c2c(c(=O)n(C)c1=O)C(c1ccccc1F)C(C#N)=C(N)O2 (stereo unspecified) the results were ERG Ets-DNA blk 12%, Pin1 inhibitor 0%, HP1b chromo inh 54%[activator], RGS4 inh 20%, JMJD2A Tudor -13%, TrxR1 inh inconclusive, GLS inhibitor 0%, 12-LOX inh inconclusive and PGK inhibitor 6%.
Screening Cc1cc(NC(=O)Nc2ccccc2Cl)no1 returned ERG Ets-DNA blk 18%, Pin1 inhibitor -6%, HP1b chromo inh 30%, RGS4 inh -29%, JMJD2A Tudor 6%, TrxR1 inh 6%[57.1 µM], GLS inhibitor 2%, 12-LOX inh 11% and PGK inhibitor inactive.
`CCC(CC)NC(=O)CON=C1c2ccccc2-c2ccccc21` gave ERG Ets-DNA blk 0%, Pin1 inhibitor 0%, HP1b chromo inh -6%, RGS4 inh 18%, JMJD2A Tudor -5%, TrxR1 inh -12%, GLS inhibitor 5%, 12-LOX inh -2% and PGK inhibitor -13%.
Screening CN(Cc1ccco1)C(=O)Cn1nc(-c2ccc(Cl)cc2)ccc1=O returned ERG Ets-DNA blk -1%, Pin1 inhibitor -1%, HP1b chromo inh 5%[57 µM], RGS4 inh 0%, JMJD2A Tudor -22%, TrxR1 inh -12%, GLS inhibitor 4%, 12-LOX inh -3% and PGK inhibitor 7%.
Screening CCN1CCN(S(=O)(=O)c2ccc(C)c([N+](=O)[O-])c2)CC1 returned ERG Ets-DNA blk -3%, Pin1 inhibitor 1%, HP1b chromo inh 49%[activator], RGS4 inh -4%, JMJD2A Tudor -2%, TrxR1 inh -12%, GLS inhibitor 0%, 12-LOX inh -24% and PGK inhibitor 1%.
`Cc1ccc(NC(=O)C2CCC(CNS(=O)(=O)c3ccc4c(c3)CCCC(=O)N4)CC2)cc1F` (stereo unspecified) gave ERG Ets-DNA blk 4%, Pin1 inhibitor -2%, HP1b chromo inh 4%, RGS4 inh -49%, JMJD2A Tudor -4%, TrxR1 inh 16%[57.1 µM], GLS inhibitor -4%, 12-LOX inh -20% and PGK inhibitor inactive.
For O=C(Oc1cccc2c(O)cccc12)c1ccccc1Cl the results were ERG Ets-DNA blk -6%, Pin1 inhibitor 1%, HP1b chromo inh -16%, RGS4 inh -17%, JMJD2A Tudor -24%, TrxR1 inh -24%, GLS inhibitor -7%, 12-LOX inh 0% and PGK inhibitor 0%.
CCOc1ccc(NC(=S)NC(=O)/C=C/c2ccco2)cc1 was read as ERG Ets-DNA blk 7%, Pin1 inhibitor 3%, HP1b chromo inh 7%, RGS4 inh 1%, JMJD2A Tudor -19%, TrxR1 inh -8%[57.1 µM], GLS inhibitor 3%, 12-LOX inh -17% and PGK inhibitor 6%.
For CCOC(=O)N1CCN(C(=O)c2cccc(S(=O)(=O)Nc3ccccc3Cl)c2)CC1 the results were ERG Ets-DNA blk -7%, Pin1 inhibitor -7%, HP1b chromo inh 30%, RGS4 inh -22%, JMJD2A Tudor -6%, TrxR1 inh -10%, GLS inhibitor 1%, 12-LOX inh 13% and PGK inhibitor -1%.
`Cc1ccc(-c2cc(C(=O)NCCc3ccc(S(N)(=O)=O)cc3)c3ccccc3n2)cc1` gave ERG Ets-DNA blk -4%, Pin1 inhibitor 7%, HP1b chromo inh 34%[activator], RGS4 inh 24%, JMJD2A Tudor -6%, TrxR1 inh 27%, GLS inhibitor 13%, 12-LOX inh 1% and PGK inhibitor -10%.
Screening O=C(Nc1nnc(SCc2ccccc2F)s1)c1ccco1 returned ERG Ets-DNA blk -5%, Pin1 inhibitor 7%, HP1b chromo inh 45%[activator], RGS4 inh -6%, JMJD2A Tudor -9%, TrxR1 inh -12%, GLS inhibitor -3%, 12-LOX inh -9% and PGK inhibitor 10%.
For CCN(Cc1ccccc1)C(=O)CSc1ccccc1C(=O)O the results were ERG Ets-DNA blk -3%, Pin1 inhibitor 5%, HP1b chromo inh 16%, RGS4 inh 10%, JMJD2A Tudor -14%, TrxR1 inh 15%, GLS inhibitor -3%, 12-LOX inh -12% and PGK inhibitor -5%.
Screening O=c1cc(-c2ccc(Cl)c(Cl)c2)[nH][nH]1 returned ERG Ets-DNA blk -6%, Pin1 inhibitor -7%, HP1b chromo inh 16%, RGS4 inh inconclusive, JMJD2A Tudor -6%, TrxR1 inh -8%, GLS inhibitor 28%, 12-LOX inh 189%[activator] and PGK inhibitor -6%.
For CCOC(=O)c1c(S(=O)(=O)N2CCCC(C(=O)N3CCN(c4ccc(F)cc4)CC3)C2)c(C)n(C)c1C (stereo unspecified) the results were ERG Ets-DNA blk -19%, Pin1 inhibitor -4%, HP1b chromo inh 0%, RGS4 inh 12%, JMJD2A Tudor -27%, TrxR1 inh 16%[57.1 µM], GLS inhibitor 21%, 12-LOX inh -21% and PGK inhibitor inactive.
Screening CCOC(=O)c1cc(-c2ccccc2)n(CC(=O)Nc2ccc(OC)c(OC)c2)c1C returned ERG Ets-DNA blk 3%, Pin1 inhibitor 1%, HP1b chromo inh 1%, RGS4 inh 8%, JMJD2A Tudor -17%, TrxR1 inh -7%, GLS inhibitor -1%, 12-LOX inh -12% and PGK inhibitor inactive.
CC1=CC(C)(C)Nc2ccc(OC(=O)c3ccco3)cc21 was read as Pin1 inhibitor 3%, HP1b chromo inh -13%, RGS4 inh -19%, JMJD2A Tudor inconclusive, TrxR1 inh 9%, GLS inhibitor inconclusive, 12-LOX inh inconclusive and PGK inhibitor -6%.
Cc1ccccc1NC(=O)/C(C#N)=C/c1ccc[nH]1 was read as ERG Ets-DNA blk -3%, Pin1 inhibitor -4%, HP1b chromo inh 24%, RGS4 inh -21%, JMJD2A Tudor -18%, TrxR1 inh 13%, GLS inhibitor 4%, 12-LOX inh 2% and PGK inhibitor inactive.
Screening Cc1nn(CCO)c(C)c1Oc1ccccc1O returned ERG Ets-DNA blk 0%, Pin1 inhibitor -3%, HP1b chromo inh 15%, RGS4 inh 33%, JMJD2A Tudor -9%, TrxR1 inh -1%, GLS inhibitor 12%, 12-LOX inh -3% and PGK inhibitor 4%.
`CCC(Oc1ccccc1)C(=O)Nc1ccc(S(=O)(=O)N2CCOCC2)cc1` (stereo unspecified) gave Pin1 inhibitor -2%, HP1b chromo inh 28%, RGS4 inh -40%, JMJD2A Tudor -16%, TrxR1 inh 11%, GLS inhibitor 10%, 12-LOX inh -9% and PGK inhibitor 1%.
Cn1c(N)c(C(=O)COC(=O)CNC(=O)c2ccccc2)c(=O)n(C)c1=O was read as ERG Ets-DNA blk -16%, Pin1 inhibitor -2%, HP1b chromo inh 31%, RGS4 inh 2%, JMJD2A Tudor -1%, TrxR1 inh 21%[57.1 µM], GLS inhibitor -3%, 12-LOX inh 9% and PGK inhibitor -8%.
O=C(Cn1ccc([N+](=O)[O-])n1)NCc1cccs1 was read as ERG Ets-DNA blk 5%, Pin1 inhibitor -5%, HP1b chromo inh 18%, RGS4 inh 2%, JMJD2A Tudor -17%, TrxR1 inh 8%[57.1 µM], GLS inhibitor 0%, 12-LOX inh 18% and PGK inhibitor -7%.
Screening Cc1ccc(-n2nnnc2SCC(=O)NCCc2ccccc2)cc1C returned ERG Ets-DNA blk 1%, Pin1 inhibitor 5%, HP1b chromo inh 34%, RGS4 inh -6%, JMJD2A Tudor 6%, TrxR1 inh 5%, GLS inhibitor 1%, 12-LOX inh -1% and PGK inhibitor -7%.
`N#CC1=C2C=Cc3ccccc3N2CCCC1=O` gave ERG Ets-DNA blk -12%, Pin1 inhibitor 5%, HP1b chromo inh 30%, RGS4 inh 10%[11.4 µM], JMJD2A Tudor -16%[11.4 µM], TrxR1 inh 10%[57.1 µM], GLS inhibitor -19%, 12-LOX inh inconclusive and PGK inhibitor -3%.
Cc1ccccc1CN1CCN(S(C)(=O)=O)CC1 was read as ERG Ets-DNA blk -1%, Pin1 inhibitor -2%, HP1b chromo inh 7%, RGS4 inh -7%, JMJD2A Tudor -9%, TrxR1 inh 19%, GLS inhibitor 3%, 12-LOX inh 0% and PGK inhibitor 0%.
For COc1ccc(NC(=O)NNC(=O)c2ccc3ccccc3c2O)cc1OC the results were ERG Ets-DNA blk -1%, Pin1 inhibitor 1%, HP1b chromo inh 33%, RGS4 inh -25%, JMJD2A Tudor -15%, TrxR1 inh 16%, GLS inhibitor 26%, 12-LOX inh -3% and PGK inhibitor -10%.
